Screens deposited in PubChem BioAssay by several laboratories.
HTR5A inv ag = inverse agonist of human HTR5A in OPRM1-OPRD1 counter-screen. HTR5A cell line, luminescence, inverse agonism. P47898. inhibition, % at 9.3 µM. 0.083% of 340,000 active; in the data active = inhibition mostly above about 23%, no sharp cut-off; inactive = mostly below about 18%;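 also: 0% = cells with DMSO and 100% = no-cell wells with DMSO; some compounds called inactive have numbers as strong as hits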
DAGLB inhibitor = diacylglycerol lipase beta (human) inhibition; HEK293T DAGLB membrane lysate, EnzChek fluorogenic substrate; inhibition, % at 5.17 µM; 0.059% of 340,000 active; AID 504411; in the data active = inhibition above about 34%;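 also: 0% = enzyme with vehicle and 100% = wells lacking enzyme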
Arr AP2 block = human beta-arrestin and AP2 interaction inhibition. FITC-arrestin peptide / GST-AP2 beads, flow cytometry; AP2 beta2 appendage carries R879A mutation. inhibition, % at 10 µM. 0.31% of 340,000 active;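 active = inhibition above a set limit, near 3 SD of compounds lacking own fluorescence, cut at about 54% in these data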;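 also: plate controls were DMSO wells for no effect and 5 µM unlabelled arrestin peptide for full effect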
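System: GST-AP2 R879A glutathione beads; medium: PBS, Tween 20 0.05%, BSA 0.1%; reagent: fluorescein-tagged arrestin peptide at 50 nM final; schedule: pre-incubation 12 min, peptide binding 1 h, room temperature; detection: flow cytometry, FL1 (488/535 nm); read-out: inhibition as reduced fluorescein signal on beads, percent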
V-ATPase pH = alters yeast V-ATPase proton transport | response, % at 10 µM | S. cerevisiae, pHLuorin cytosolic pH fluorescence | 0.37% of 350,000 active; in the data active = response mostly above about 7.3%, no sharp cut-off; inactive = mostly below about 5.4%; also: actives read high; inactives centre near 0; some compounds called inactive have numbers as strong as hits; reference of the scale not given here
DSG3 Ab inh = inhibitors of pemphigus antibody binding to human desmoglein-3; P32926; DSG3-coupled beads, scFv-anti-DSG3-GFP binding, flow cytometry; active compounds read low; binding (percent of control), % at 10 µM; 0.48% of 310,000 active;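 active = binding more than 3 SD below its plate's average and above zero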;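 also: hits lower antibody fragment binding to DSG3; some compounds called inactive have numbers as strong as hits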
MOR-DOR ag = agonists of human mu-delta opioid receptor heterodimerization; cells, OPRM1-OPRD1 heterodimerization, luminescence; 0.3% of 340,000 active; activation, % at 9.3 µM; AID 504326; P35372+P41143; in the data active = activation above about 18%;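 also: 0% = vehicle-treated cells and 100% = reference agonist; values of inactives mirror those of a sister screen read the other way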
Target sequence (P35372 whole entry, looked up): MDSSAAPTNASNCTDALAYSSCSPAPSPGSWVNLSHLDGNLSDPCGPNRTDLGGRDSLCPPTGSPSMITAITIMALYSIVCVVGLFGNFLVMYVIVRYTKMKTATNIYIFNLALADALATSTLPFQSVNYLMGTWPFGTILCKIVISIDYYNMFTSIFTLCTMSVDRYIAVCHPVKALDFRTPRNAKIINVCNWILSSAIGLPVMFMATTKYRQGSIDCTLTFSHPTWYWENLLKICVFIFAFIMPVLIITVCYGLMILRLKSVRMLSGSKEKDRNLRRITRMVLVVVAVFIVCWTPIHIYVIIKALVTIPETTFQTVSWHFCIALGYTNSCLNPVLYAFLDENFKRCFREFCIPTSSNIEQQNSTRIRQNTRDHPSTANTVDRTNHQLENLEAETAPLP
Target sequence (P41143 whole entry, looked up): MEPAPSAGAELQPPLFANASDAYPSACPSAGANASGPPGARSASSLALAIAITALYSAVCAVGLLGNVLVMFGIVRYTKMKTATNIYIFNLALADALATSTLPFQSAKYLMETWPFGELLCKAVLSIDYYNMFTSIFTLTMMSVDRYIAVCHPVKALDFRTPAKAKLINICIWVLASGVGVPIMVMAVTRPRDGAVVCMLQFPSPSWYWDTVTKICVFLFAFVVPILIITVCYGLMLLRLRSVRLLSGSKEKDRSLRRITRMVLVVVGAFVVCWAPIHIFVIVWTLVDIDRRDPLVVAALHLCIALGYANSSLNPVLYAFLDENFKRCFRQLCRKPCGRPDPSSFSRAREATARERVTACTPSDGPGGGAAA
MOR-DOR inv ag = inverse agonists of human mu-delta opioid receptor heterodimerization; inhibition, % at 9.3 µM; cell-based MOR-DOR heterodimer luminescence, inverse agonism; P35372+P41143; 0.21% of 340,000 active; in the data active = inhibition above about 22%, passing the limit was not always enough;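 also: 0% = cells with DMSO and 100% = wells without cells with DMSO; values of inactives mirror those of a sister screen read the other way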
PKA-R2B act = activators of human PKA-R2B complex | activation, % at 11.4 µM | PKA-R2B holoenzyme dissociation, Cy5-IP20 fluorescence polarization; R2B truncated from residue 108, S112A mutant; 0% DMSO only, 100% 113 µM cGMP | P22694+P31323 | 0.079% of 340,000 active | AID 504700;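 active = activation above a cutoff set at the mean over all compounds plus 3 SD, cut at about 18% in these data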;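 also: higher means more holoenzyme dissociation and a rise in polarization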
PKA-R1A act = activates the PKA-R1A holoenzyme complex; PKA-R1A dissociation, Cy5-IP20 fluorescence polarization; scaled: DMSO 0%, 113 µM cGMP 100%; 0.083% of 340,000 active; P00514+P68181; activation, % at 11.4 µM;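 active = percent activation above the mean of all tested compounds plus 3 SD, cut at about 19% in these data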;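 also: higher means more PKAc released from R1A so a rise in polarization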
HTR5A ag = HTR5A agonism, opioid heterodimer counter-screen. P47898. 0.61% of 340,000 active. AID 504692. HTR5A agonist assay, luminescence, cell-based. activation, % at 9.3 µM; in the data active = activation mostly above about 9.5%, no sharp cut-off; inactive = mostly below about 7.6%;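 also: 0% = cells with vehicle only and 100% = reference agonist; strong numbers were not always called active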
An asterisk follows results filed as active; x = not tested or not shown.

SMILES	HTR5A inv ag	DAGLB inhibitor	Arr AP2 block	V-ATPase pH	DSG3 Ab inh	MOR-DOR ag	MOR-DOR inv ag	PKA-R2B act	PKA-R1A act	HTR5A ag
Cc1nc(NC(=O)c2ccc(Cl)cc2)sc1Cc1ccc2c(c1)OCO2	5	-1	-12	-2	100	-0.8	4	-2	6	-2
COC(=O)c1ccc(CNC(=O)c2ccc(S(=O)(=O)N(C)c3ccccc3OC)cc2)cc1	7	-2	31	0	x	1.3	-5	-7	-2	-3
CCOC(=O)CSc1ncc(-c2ccccc2)nn1	-15	2	13	1	103	2.0	-11	0	3	5
Cc1nc(SCC(=O)Nc2cc(S(=O)(=O)N3CCOCC3)ccc2Cl)nc(C)c1C	7	-3	27	-2	103	-4.5	17	-3	-8	-2
O=C(NCCN1C(=O)S/C(=C\c2cccnc2)C1=O)c1cc(S(=O)(=O)N2CCOCC2)ccc1F	-9	-2	34	2	102	-1.3	7	-1	5	3
COc1ccccc1N1CCN(C2CCCN(C(=O)c3cc(C(C)C)on3)C2)CC1 (configuration not stated)	x	-2	x	x	103	x	x	-10	3	x
COc1ccc(/C=C2/CSC/C(=C/c3ccc(OC)c(OC)c3)C2=O)cc1OC	-15	-2	42	-3	94	-5.0	22	-3	1	4
COC(=O)c1ccc(NC(=O)CN2CCN(c3cccc(Cl)c3)CC2)cc1	8	-5	24	-3	107	-2.9	16	-14	-14	-3
CCc1ccc(-c2nn(Cc3ccccc3)cc2/C=C/C(=O)O)cc1	15	-3	20	-5	115	-0.5	2	-5	1	-5
Cc1ccc(C(=O)NCN2CCN(c3ccccc3)CC2)cc1	-7	-1	-10	-1	105	-2.9	15	4	-5	3
Cc1cc(S(=O)(=O)N(Cc2ccc3c(c2)OCO3)CC2CCCO2)ccc1-n1cnnn1 (configuration not stated)	0	0	-1	1	x	1.8	-8	-4	0	6
Cc1ccc(CNC(=O)c2ccc(S(=O)(=O)Nc3c(C)n(C)n(-c4ccccc4)c3=O)cc2)cc1	-13	-2	15	1	86	-1.7	9	-9	-3	5
Cc1cccc(C)c1NC(=O)C1(N(Cc2ccco2)C(=O)c2ccccn2)CCCC1	-15	-2	16	-2	99	0.3	-2	-5	4	1
COc1cc2c(cc1OC)C(c1ccc(SC)cc1)CC(=O)N2 (configuration not stated)	-7	-1	5	-2	104	-2.2	10	4	-3	2
CCOC(=O)N1CCC(N2C(=O)c3ccc(C(=O)Nc4ccc(F)cc4F)cc3C2=O)CC1	-2	-2	-11	-2	100	-1.2	6	-3	-7	4
COc1ccc(C=NNC(=O)CCCC(=O)NN=Cc2ccc(OC)c(O)c2)cc1O	21	-3	8	1	96	-1.9	10	-4	7	-5
COc1ccccc1NC(=O)COC(=O)Cn1cnc2c1c(=O)n(C)c(=O)n2C	7	3	0	-5	101	-0.1	1	-1	3	-3
Cn1cc(CN2CCc3c([nH]c4ccccc34)C2C(C)(C)C)cn1 (configuration not stated)	5	0	41	0	83	-1.4	9	3	-7	1
Cc1cccc(C(C(=O)NCc2ccc(F)cc2)N(C(=O)c2csnn2)C2CC2)c1 (configuration not stated)	0	-2	34	-4	101	-1.8	10	-9	6	0
C/C(=N\OC(=O)c1c(-c2ccccc2Cl)noc1C)c1ccncc1	-15	0	7	0	115	0.8	-4	1	-9	-3
COc1ccc(CC(=O)NCCc2ccc(Cl)cc2Cl)cc1	-7	-9	36	4	104	-0.3	2	-2	11	2
O=C(CN1CCN(Cc2ccc3c(c2)OCO3)CC1)N1CCc2[nH]c3ccc(F)cc3c2C1	9	1	3	3	104	0.2	-1	-6	3	-6
OC(CNCC1CCCCC1)COc1ccccc1 (configuration not stated)	-17	-2	-10	-3	117	1.7	-14	-1	-4	6
CCN1C(=O)C(F)(CC)C(=O)c2ccccc21 (configuration not stated)	14	-2	-3	1	82	-3.0	15	-6	-13	3
O=C(c1cccs1)N(c1ccc(Cl)cc1)C1C=CS(=O)(=O)C1 (configuration not stated)	5	-1	21	1	102	-1.6	8	15	4	-2
CCC(CC)c1nnc(NC(=O)C23CC4CC(CC(NC(C)=O)(C4)C2)C3)s1	12	-1	-9	2	104	-2.8	14	-2	1	4
COC(=O)c1ccc(-c2ccc(CNCC(O)c3ccccc3)o2)cc1 (configuration not stated)	-8	-3	5	1	99	5.8	-33	-2	5	4
COc1ccc(NC(=S)c2ccncc2)cc1	10	3	-5	4	105	-1.5	9	-9	-2	-4
COc1ccc(S(=O)(=O)N2CCOC2CNC(=O)C(=O)NCCc2ccc(S(N)(=O)=O)cc2)cc1 (configuration not stated)	-6	-1	-4	-1	93	-0.7	4	-3	-7	1
O=S(=O)(Cc1ccccc1)Nc1ccc(S(=O)(=O)NCC2CCCO2)cc1 (configuration not stated)	-24	1	6	2	85	0.3	-2	-3	-3	2
Nc1nnc(SCC(=O)c2ccc([N+](=O)[O-])cc2)s1	25	1	-11	-4	x	4.4	-20	1	-13	-2
O=C(Cn1cnc2ccccc2c1=O)Nc1ccc(N2CCOCC2)cc1	10	2	0	4	119	-1.7	8	-3	7	3
CC1=CCC2C(=O)N(c3cccc(C(=O)Nc4ccccc4Cl)c3)C(=O)C2C1 (configuration not stated)	5	1	1	-4	107	0.5	-3	8	1	2
Cc1cccc(N2CC(O)(c3cccs3)[N+]3=C2CCCCC3)c1 (configuration not stated)	2	0	23	1	106	-5.2	25	0	-9	-3
O=C(COc1ccc(-c2ccccc2)cc1)N/N=C/c1cccnc1	1	1	-15	-2	x	-2.0	10	-11	-7	2
Oc1ccc2ccccc2c1N=Nc1ccccn1	11	28	30	0	101	-5.0	21	0	-9	-3
Oc1ccccc1C1CC(c2cccs2)=NC(c2cccc(Br)c2)N1 (configuration not stated)	-10	2	2	4	115	-1.8	9	-1	-2	4
C=C(C)CC(NCc1ccco1)c1ccc(OC)cc1 (configuration not stated)	3	-1	-6	-1	104	-0.3	1	1	-7	-1
CC(C)(CO)NC(=O)CC1C(=O)NCCN1Cc1ccc(-c2ccccc2)cc1 (configuration not stated)	-18	2	13	6	91	-0.4	2	7	-8	0
O=C(NCc1cccc(Cl)c1)C1=CC=CN2CCS(=O)(=O)N=C12	-12	1	2	-2	x	-2.5	10	-2	-2	5

Arranged by value in DAGLB inhibitor (rising): three of the compounds above
smiles,DAGLB inhibitor,Arr AP2 block,V-ATPase pH,DSG3 Ab inh,MOR-DOR ag,MOR-DOR inv ag,PKA-R2B act,PKA-R1A act
OC(CNCC1CCCCC1)COc1ccccc1 (configuration not stated),-2,-10,-3,117,1.7,-14,-1,-4
O=C(NCc1cccc(Cl)c1)C1=CC=CN2CCS(=O)(=O)N=C12,1,2,-2,x,-2.5,10,-2,-2
COc1ccc(NC(=S)c2ccncc2)cc1,3,-5,4,105,-1.5,9,-9,-2

(further entries)
SMILES	HTR5A inv ag	DAGLB inhibitor	Arr AP2 block	V-ATPase pH	DSG3 Ab inh	MOR-DOR ag	MOR-DOR inv ag	PKA-R2B act	PKA-R1A act	HTR5A ag
COCCC(=O)N1CCc2c([nH]c3ccccc23)C1C(C)(C)C (configuration not stated)	-39	0	9	-2	x	-1.4	7	4	-11	4
Cc1ccc([C@@H]2[C@@H]3C(=O)N(c4ccccc4)C(=O)[C@@H]3[C@]3(C)C(=O)N(Cc4ccccn4)CC(=O)N23)o1	9	-3	25	0	97	-1.1	6	6	-11	1
CN(C(=O)c1ccc(NC(=O)Cc2cccc([N+](=O)[O-])c2)cc1)C1CCCC1	-21	-2	21	1	100	-1.0	6	-7	-3	7
COc1cc(NC(=O)COC(=O)c2ccccc2SCC(=O)N2CCCC2)cc(OC)c1	0	3	-2	6	106	0.7	-4	-10	-5	-1
CC1(C)CC(=O)C(N=Nc2cccc(F)c2C#N)=C(O)C1	-21	1	-5	-4	109	-1.5	7	-1	-2	-8
O=S(=O)(Nc1cccc(-n2cnnn2)c1)c1ccc(F)cc1	11	1	1	-5	99	-0.8	4	-6	-9	0
CN(C)S(=O)(=O)c1cccc(COC(=O)CNC(=O)c2ccc(Br)o2)c1	9	1	-6	3	111	-0.3	2	8	4	-1
O=C(O)CN=C(NS(=O)(=O)c1ccc(Cl)cc1)c1ccccc1	9	2	0	1	x	-0.8	5	-5	13	-2
S=C(Nc1ccc(Cl)cc1)Nc1ccc2c(c1)OCCO2	12	3	12	-2	105	-1.3	7	-6	-9	0
COc1ccc(N(Cc2cc3ccccc3[nH]c2=O)C(=O)C2CCCO2)cc1 (configuration not stated)	-10	-1	3	2	105	-2.4	10	0	-15	-4
COc1ccc(NS(=O)(=O)c2cccc(C(=O)NNC(=O)CNC(=O)c3cccc(C)c3)c2)cc1	4	0	-9	1	102	-2.8	15	2	13	0
C#CCOCCOCCOCCNc1nc(N2CCOCC2)nc(N2CCN(C(=O)[C@H](Cc3ccc(O)cc3)n3cc([C@@H](N)C(C)CC)nn3)CC2)n1 (some centres not stated)	-15	-2	2	0	107	-0.6	4	-15	-7	4

In a second layout: entries from further up.
Results follow in this order: HTR5A inv ag | DAGLB inhibitor | Arr AP2 block | V-ATPase pH | DSG3 Ab inh | MOR-DOR ag | MOR-DOR inv ag | PKA-R2B act | PKA-R1A act | HTR5A ag
O=S(=O)(Nc1cccc(-n2cnnn2)c1)c1ccc(F)cc1
  11 | 1 | 1 | -5 | 99 | -0.8 | 4 | -6 | -9 | 0
CN(C)S(=O)(=O)c1cccc(COC(=O)CNC(=O)c2ccc(Br)o2)c1
  9 | 1 | -6 | 3 | 111 | -0.3 | 2 | 8 | 4 | -1
O=C(O)CN=C(NS(=O)(=O)c1ccc(Cl)cc1)c1ccccc1
  9 | 2 | 0 | 1 | x | -0.8 | 5 | -5 | 13 | -2
S=C(Nc1ccc(Cl)cc1)Nc1ccc2c(c1)OCCO2
  12 | 3 | 12 | -2 | 105 | -1.3 | 7 | -6 | -9 | 0
COc1ccc(N(Cc2cc3ccccc3[nH]c2=O)C(=O)C2CCCO2)cc1 (configuration not stated)
  -10 | -1 | 3 | 2 | 105 | -2.4 | 10 | 0 | -15 | -4
COc1ccc(NS(=O)(=O)c2cccc(C(=O)NNC(=O)CNC(=O)c3cccc(C)c3)c2)cc1
  4 | 0 | -9 | 1 | 102 | -2.8 | 15 | 2 | 13 | 0
C#CCOCCOCCOCCNc1nc(N2CCOCC2)nc(N2CCN(C(=O)[C@H](Cc3ccc(O)cc3)n3cc([C@@H](N)C(C)CC)nn3)CC2)n1 (some centres not stated)
  -15 | -2 | 2 | 0 | 107 | -0.6 | 4 | -15 | -7 | 4
